# Screening results (PubChem)
# Yeast superoxide: lowers age-related superoxide in aged yeast cells; actives 0.18% (n = 330,000); AID 2690; S. cerevisiae aged cells, superoxide DHE fluorescence; active compounds read low; superoxide response (% of plate mean), % at 10 µM;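 active = superoxide response under a set limit, about three screen SD below normal, cut at about 65% in these data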;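 note: yeast aged for seven days with compound at 30 °C before DHE staining; 100% = average MFI of all compound-treated wells on the plate with controls excluded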
# GRK2 aptamer HTS: human GRK2 inhibition via aptamer displacement | bead flow cytometry, FAM-aptamer displacement from GRK2 | inhibition of aptamer binding, % at 10 µM | actives 0.59% (n = 330,000);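 active = inhibition of aptamer binding above 40%, roughly 3 SD of noise, on plates passing a quality check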;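 note: median bead fluorescence of bound FAM aptamer so fluorescent compounds give negative values; no value below 0 was filed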
# AGP1-GFP MLPCN: yeast TOR pathway AGP1-GFP modulation; S. cerevisiae AGP1-GFP multiplex flow cytometry, 3 h; GFP as percent of DMSO wells; GFP response vs DMSO, % at 10 µM; actives 0.02% (n = 320,000);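 active = GFP response relative to DMSO above a set limit, near screen average plus 3 SD, cut at about 150% in these data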;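 note: median GFP channel fluorescence of the gated AGP1 strain per well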
# RPL19A TOR yeast: alters RPL19A-GFP fluorescence in TOR pathway yeast screen. percent response vs DMSO, % at 10 µM. actives 0.3% (n = 330,000). S. cerevisiae RPL19A-GFP strain, flow cytometry, 3 h; active compounds read low. AID 2025;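 active = percent response vs DMSO below 50%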;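 note: median channel GFP fluorescence of the barcoded RPL19A-GFP strain; ratio of sample median GFP to plate DMSO average so 100% = DMSO; lower means less RPL19A-GFP as with rapamycin TOR inhibition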
# VLA-4 inh: inhibition in a human VLA-4 binding assay; P13612; VLA-4 expressing cells, ligand binding flow cytometry; inhibition, % (about 7 µM as worked out from the volumes in the protocol); actives 0.2% (n = 330,000); AID 2557; in the data active = inhibition above about 50%
# Target sequence (P13612 whole entry, looked up): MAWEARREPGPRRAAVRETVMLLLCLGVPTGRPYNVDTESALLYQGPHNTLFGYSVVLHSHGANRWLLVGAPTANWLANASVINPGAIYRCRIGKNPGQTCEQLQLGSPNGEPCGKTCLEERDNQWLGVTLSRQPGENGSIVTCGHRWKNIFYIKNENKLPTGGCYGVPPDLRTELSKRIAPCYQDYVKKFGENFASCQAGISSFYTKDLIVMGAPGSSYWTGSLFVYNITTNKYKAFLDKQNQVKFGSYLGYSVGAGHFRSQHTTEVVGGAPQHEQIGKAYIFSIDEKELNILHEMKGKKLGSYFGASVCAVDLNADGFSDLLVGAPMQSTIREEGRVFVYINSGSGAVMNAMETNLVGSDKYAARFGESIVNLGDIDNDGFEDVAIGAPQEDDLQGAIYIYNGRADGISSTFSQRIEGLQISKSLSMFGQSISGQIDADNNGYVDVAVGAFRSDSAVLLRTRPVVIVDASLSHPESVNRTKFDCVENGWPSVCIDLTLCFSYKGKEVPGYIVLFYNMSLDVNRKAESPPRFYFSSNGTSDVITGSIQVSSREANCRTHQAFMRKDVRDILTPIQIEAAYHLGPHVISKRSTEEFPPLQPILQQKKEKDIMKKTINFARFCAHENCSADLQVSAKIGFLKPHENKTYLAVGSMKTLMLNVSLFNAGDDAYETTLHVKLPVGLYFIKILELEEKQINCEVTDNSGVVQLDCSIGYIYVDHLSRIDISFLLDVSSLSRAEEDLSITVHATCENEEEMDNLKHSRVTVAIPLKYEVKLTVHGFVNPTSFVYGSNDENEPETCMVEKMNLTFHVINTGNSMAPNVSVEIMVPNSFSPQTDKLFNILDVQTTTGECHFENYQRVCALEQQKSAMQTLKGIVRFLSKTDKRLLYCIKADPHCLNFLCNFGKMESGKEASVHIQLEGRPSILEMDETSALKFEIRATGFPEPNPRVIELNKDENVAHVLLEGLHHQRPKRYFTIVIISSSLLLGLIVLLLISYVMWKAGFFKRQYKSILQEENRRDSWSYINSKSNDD
# MEP2-GFP yeast: alters MEP2-GFP fluorescence in TOR pathway yeast screen. GFP response vs DMSO, % at 10 µM. AID 2016. S. cerevisiae MEP2-GFP strain, flow cytometry GFP, 3 h; 100% = DMSO control level. actives 0.51% (n = 330,000);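 active = GFP response versus DMSO above a set limit, roughly screen mean plus 3 SD, cut at about 180% in these data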;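 note: median GFP fluorescence of the barcode-gated MEP2-GFP cells per well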
# LAP4 TOR yeast: yeast TOR pathway LAP4-GFP modulation; S. cerevisiae LAP4-GFP multiplex, flow cytometry GFP, 3 h; median GFP as percent of DMSO wells; GFP response vs DMSO, % at 10 µM; actives 0.34% (n = 320,000); AID 2023;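 active = GFP response vs DMSO above a set limit, about the screen mean plus 3 SD, cut at about 150% in these data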
# CIT2-GFP yeast: yeast TOR pathway CIT2-GFP modulation; S. cerevisiae CIT2-GFP strain, flow cytometry, 3 h; 100 means same as DMSO wells; GFP response vs DMSO, % at 10 µM; actives 0.065% (n = 320,000);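 active = GFP response relative to DMSO above a set limit, near the screen mean plus 3 SD, cut at about 150% in these data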;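 note: ratio of well median GFP fluorescence to mean of DMSO wells on the plate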
# Numbers without * were called inactive; · = not tested or not shown; [ ] = remark or other dose.
SMILES,Yeast superoxide,GRK2 aptamer HTS,AGP1-GFP MLPCN,RPL19A TOR yeast,VLA-4 inh,MEP2-GFP yeast,LAP4 TOR yeast,CIT2-GFP yeast
Cc1ccc2nc(N(CCCN(C)C)C(=O)c3ccc(Br)s3)sc2c1,107,0,106,101,3,106,110,110
O=C(Oc1ccccc1)N(c1ccccc1)c1ccccc1,102,1,·,98,2,96,·,·
Cc1ccc(/C([O-])=C(/C(=S)NCCN2CCOCC2)[n+]2ccccc2)cc1[N+](=O)[O-],116,2,100,94,4,99,105,98
O=C(Nn1cnnc1)c1cc(Br)ccc1Cl,101,53*,96,98,8,104,98,95
Cc1ccc(-c2noc(CSc3nnc(Cc4cccs4)n3-c3ccccc3)n2)cc1,98,2,106,107,-8,105,99,99
O=C(NCCc1ccc(Cl)cc1)C1CCN(S(=O)(=O)N2CCC3(CC2)OCCO3)CC1,95,0,85,113,9,97,82,81
COc1ccc(Cc2nnc(NC(=O)c3cc(OC)c(OC)c(OC)c3)s2)cc1,105,0,97,99,0,100,95,98
CC1CCN(S(=O)(=O)c2ccccc2)CC1,101,4,94,103,-3,99,88,107
CCn1c(CCl)nc2cc(S(=O)(=O)N3CCOCC3)ccc21,109,2,98,100,4,100,107,96
Cc1ccc(C(CC(=O)N2CCCC2)c2ccccc2)c(O)c1 (stereo not drawn),99,0,106,112,11,110,105,107
CCc1ccccc1N(CC(=O)NC(C)(C)CC)C(=O)CCC(=O)Nc1nccs1,108,0,96,99,11,94,84,102
CN(C(=O)COC(=O)C1CCN(S(=O)(=O)c2ccc3c(c2)OCCO3)CC1)C1CCS(=O)(=O)C1 (stereo not drawn),87,1,99,90,14,93,98,97
COc1ccc(OC)c(NC(=O)c2cccc(C)c2[N+](=O)[O-])c1,106,0,97,103,2,109,99,96
CCCn1c(NC(=O)c2ccc(F)cc2)nc2ccccc21,91,0,116,101,7,109,106,117
CC(=O)Nc1cccc(C(=O)/C=C/c2ccc(F)cc2)c1,96,0,91,96,18,96,101,97
CN1CCN(CC(O)COCc2ccc3c(c2)OCO3)CC1 (stereo not drawn),116,3,93,95,3,102,100,93
O=C(CC(Nc1ccc(Cl)cc1)C(=O)O)c1ccccc1 (stereo not drawn),94,5,92,91,6,97,115,78
O=C(Oc1ccc2ccccc2c1)c1ccccc1,103,0,107,101,7,102,100,98
O=C(COc1ccc(Br)cc1F)Nc1nnc(C2CC2)s1,83,0,94,92,-8,112,92,120
CCN(CC)c1ccc(C(=O)OCC(=O)N(C(C)C)C(C)C)cc1,92,2,102,97,5,93,96,93
Cc1ccc(C)c2c1sc(=NC(=O)CN1C(=O)CCC1=O)n2C,93,0,101,108,-11,91,92,95
Nc1nc(-c2ccco2)nn1C(=O)c1ccc(Cl)cc1,100,0,102,109,-1,110,116,112
CCCNC(=S)N1CCC(NC(=O)c2ccc(OC)cc2)CC1,97,0,92,94,15,107,84,100
Cc1cc(SCC(=O)OC/C(O)=C(\C#N)c2nc3ccccc3[nH]2)c(C)cc1Br,110,0,104,97,-14,102,105,105
O=C(Cc1ccccc1)NC1CCSc2ccccc21 (stereo not drawn),105,0,100,104,16,102,94,100
COc1ccc(-n2c(SCC(=O)Nc3ccccc3C)nc(O)c(Cc3ccccc3)c2=O)cc1,95,1,96,99,4,94,91,97
Cc1nonc1C(=O)N/N=C/c1ccccc1,88,0,123,111,0,106,125,107
CC(=O)Nc1ccc(NC(=O)C(C)OC(=O)C2CCCCC2)cc1 (stereo not drawn),90,0,106,103,-17,121,113,109
O=C(c1ccc(-n2cccn2)cc1)N1CCN(c2ncccc2C(F)(F)F)CC1,104,0,112[may fluoresce green],94[may fluoresce green],8,108[may fluoresce green],106[may fluoresce green],144[may fluoresce green]
COc1ccccc1N(CC(=O)NC(C)(C)C)C(=O)C1CSC(=O)C1 (stereo not drawn),109,3,98,97,-15,98,101,97
CC(=O)Nc1ccc(NC(=O)c2cc(-c3ccc(C)c(C)c3O)n[nH]2)cc1,120,0,96,102,-21,98,83,98
COc1ccc(Cl)c(Cn2c(NCCCN(C)C)nc3c2c(=O)n(C)c(=O)n3C)c1,102,0,106,101,11,99,102,92
O=C(NC1CCCC1)c1ccc(COc2ccccc2Br)o1,93,0,91,109,7,109,87,·
FC(F)(F)c1cc(-c2ccccc2)nc(NCC2CCCO2)n1 (stereo not drawn),103,0,108,104,-9,118,111,109
CC(C)[C@H](NS(=O)(=O)c1ccccc1)C(=O)OCC(=O)Nc1cccc(S(N)(=O)=O)c1,97,71*,97,93,31,93,99,88
Cc1c(NC(=O)C2(c3ccccc3)CCCC2)c(=O)n(-c2ccccc2)n1C,122,0,102,94,0,104,102,91
CC1Cc2ccccc2N1C(=O)Cn1nc(C(=O)O)c2ccccc2c1=O (stereo not drawn),95,1,97,100,17,101,104,97
CCOC(=O)[C@@H]1[C@H]2COc3ccc(Br)cc3[C@@H]2N2C(=O)N(c3ccccc3)C(=O)[C@@]12C,101,4,83,94,16,90,105,71
C(#CCN1CCOCC1)COCCCOC(c1ccccc1)c1ccccc1,100,0,95,96,2,100,98,90
Nc1nonc1C(=Nc1ccccc1)NO,88,0,101,100,5,101,100,101
CCN(CC)CCOC(=O)c1ccc(NC(=O)c2cccc(C)c2[N+](=O)[O-])cc1,129,0,90,99,-1,100,96,96
COc1cc2nc(NCCCN3CCN(C)CC3)n3nc(-c4ccccc4)nc3c2cc1OC,104,0,100,98,11,103,90,98
NS(=O)(=O)c1ccc(CCNC(=O)c2cccnc2)cc1,116,0,106,105,19,108,109,103
CC1(C)NC(=O)N(CC(=O)OCC(=O)c2ccc(F)cc2)C1=O,93,1,109,104,-6,97,108,106
CCN1CCN(CCCNC(=O)c2ccc(CS(=O)c3ccc(Br)cc3)o2)CC1 (stereo not drawn),98,0,102,100,5,111,105,106
CC1CCCN(C(=O)c2cc(-c3ccco3)nc3ccccc23)C1 (stereo not drawn),107,0,99,99,-9,93,97,103
CCc1nc2cc([N+](=O)[O-])c([N+](=O)[O-])cc2[nH]1,103,0,109,105,11,104,103,105
O=C(CCC1CCCC1)Nc1ccc(Br)cn1,98,0,97,98,-5,103,107,91
S=C(NCc1cccnc1)Nc1ccc(Cl)c(Cl)c1,87,0,106,99,0,103,103,103
Cc1cc(C(=O)Nc2ccccc2[N+](=O)[O-])cs1,96,0,106,105,5,110,102,108
CCc1n[nH]c(=S)n1/N=C/c1ccc(-c2ccc(Br)cc2)o1,109,2,105,97,-12,96,122,101
O=C(COC(=O)/C=C/c1ccc(F)cc1)Nc1ccccc1-c1ccccc1,94,2,108,110,9,116,100,111
CCCCOC(=O)Nc1nccs1,95,0,90,94,4,89,87,·
O=c1c2ccccc2sc2ccc(NCCCN3CCOCC3)cc12,100,0,94,105,-79,101,122,89
CCC(C)NC(=O)c1ccc2c(Cl)c3c(nc2c1)CCC3 (stereo not drawn),99,0,87,93,-1,102,98,90
Cn1c(CNc2ccc(Br)cc2)nc2ccccc21,91,0,105,96,7,111,110,100

# Reprinted at random: 5 compounds from above, in no set order.
SMILES,Yeast superoxide,GRK2 aptamer HTS,AGP1-GFP MLPCN,RPL19A TOR yeast,VLA-4 inh,MEP2-GFP yeast,LAP4 TOR yeast,CIT2-GFP yeast
CCc1n[nH]c(=S)n1/N=C/c1ccc(-c2ccc(Br)cc2)o1,109,2,105,97,-12,96,122,101
Cc1cc(C(=O)Nc2ccccc2[N+](=O)[O-])cs1,96,0,106,105,5,110,102,108
CCCCOC(=O)Nc1nccs1,95,0,90,94,4,89,87,·
O=c1c2ccccc2sc2ccc(NCCCN3CCOCC3)cc12,100,0,94,105,-79,101,122,89
S=C(NCc1cccnc1)Nc1ccc(Cl)c(Cl)c1,87,0,106,99,0,103,103,103

# Of the compounds above, 7 contain fluorine.
SMILES,Yeast superoxide,GRK2 aptamer HTS,AGP1-GFP MLPCN,RPL19A TOR yeast,VLA-4 inh,MEP2-GFP yeast,LAP4 TOR yeast,CIT2-GFP yeast
CCCn1c(NC(=O)c2ccc(F)cc2)nc2ccccc21,91,0,116,101,7,109,106,117
CC(=O)Nc1cccc(C(=O)/C=C/c2ccc(F)cc2)c1,96,0,91,96,18,96,101,97
O=C(COc1ccc(Br)cc1F)Nc1nnc(C2CC2)s1,83,0,94,92,-8,112,92,120
O=C(c1ccc(-n2cccn2)cc1)N1CCN(c2ncccc2C(F)(F)F)CC1,104,0,112[may fluoresce green],94[may fluoresce green],8,108[may fluoresce green],106[may fluoresce green],144[may fluoresce green]
FC(F)(F)c1cc(-c2ccccc2)nc(NCC2CCCO2)n1 (stereo not drawn),103,0,108,104,-9,118,111,109
CC1(C)NC(=O)N(CC(=O)OCC(=O)c2ccc(F)cc2)C1=O,93,1,109,104,-6,97,108,106
O=C(COC(=O)/C=C/c1ccc(F)cc1)Nc1ccccc1-c1ccccc1,94,2,108,110,9,116,100,111

# Marked active in GRK2 aptamer HTS (from the list above):
compound,GRK2 aptamer HTS,AGP1-GFP MLPCN,RPL19A TOR yeast,VLA-4 inh,MEP2-GFP yeast,LAP4 TOR yeast,CIT2-GFP yeast
O=C(Nn1cnnc1)c1cc(Br)ccc1Cl,53*,96,98,8,104,98,95
CC(C)[C@H](NS(=O)(=O)c1ccccc1)C(=O)OCC(=O)Nc1cccc(S(N)(=O)=O)c1,71*,97,93,31,93,99,88
